PriA SSB inh: K. pneumoniae PriA-SSBct interaction inhibition; AlphaScreen SSBct-PriA binding, biotinylated peptide; inhibition, % at 33 µM; hit rate 0.6% among 430,000; in the data active means inhibition mostly above about 37%, no sharp cut-off; inactive means mostly below about 20%;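 further: plate controls were negative control peptide for no effect and reference peptide for full effect; strong numbers were not always called active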
TcdB GH inh: TcdB glycohydrolase inhibition. P18177. TcdB glycohydrolase enzymatic assay, plate reader. inhibition, % at 9.99 µM. hit rate 0.24% among 350,000. AID 652162; in the data active means inhibition above about 10%
Anthrax LF prot: anthrax lethal factor protease inhibition. hit rate 0.12% among 360,000. multiplex microsphere protease cleavage assay, LF. AID 588501. inhibition, % at 10 µM. P15917; further: plate controls were buffer without enzyme for full effect and enzyme alone for no effect
Target sequence (P15917 whole entry, looked up): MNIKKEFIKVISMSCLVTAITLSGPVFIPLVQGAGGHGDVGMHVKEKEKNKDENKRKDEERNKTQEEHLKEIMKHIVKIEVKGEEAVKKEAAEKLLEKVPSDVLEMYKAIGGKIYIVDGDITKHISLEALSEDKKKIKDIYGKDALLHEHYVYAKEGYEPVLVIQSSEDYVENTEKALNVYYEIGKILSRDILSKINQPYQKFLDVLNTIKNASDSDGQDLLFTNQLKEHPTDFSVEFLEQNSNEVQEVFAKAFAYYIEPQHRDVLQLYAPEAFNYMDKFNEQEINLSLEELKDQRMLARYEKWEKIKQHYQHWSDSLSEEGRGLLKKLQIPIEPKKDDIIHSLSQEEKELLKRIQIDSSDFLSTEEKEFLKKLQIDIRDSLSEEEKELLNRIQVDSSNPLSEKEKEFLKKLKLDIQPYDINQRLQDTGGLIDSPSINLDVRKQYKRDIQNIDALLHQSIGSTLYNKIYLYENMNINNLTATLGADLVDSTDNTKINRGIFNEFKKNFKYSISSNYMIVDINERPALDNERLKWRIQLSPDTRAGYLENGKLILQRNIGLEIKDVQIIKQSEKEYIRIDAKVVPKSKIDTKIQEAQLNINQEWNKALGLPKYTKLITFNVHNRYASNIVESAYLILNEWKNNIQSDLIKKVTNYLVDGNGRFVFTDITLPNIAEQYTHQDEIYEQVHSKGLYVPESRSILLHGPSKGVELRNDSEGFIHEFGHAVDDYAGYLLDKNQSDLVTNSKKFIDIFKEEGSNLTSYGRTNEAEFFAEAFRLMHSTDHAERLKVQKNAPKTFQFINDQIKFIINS
CCHF vOTU inh: CCHFV vOTU protease inhibition. Pep-AMC fluorescence. inhibition, % at 11.5 µM. hit rate 0.55% among 370,000; in the data active means inhibition above about 30%; further: 0% = vehicle wells with enzyme and 100% = no enzyme wells
PfHsp40 rescue: compounds rescuing yeast from Plasmodium falciparum HSP40 toxicity; S. cerevisiae expressing PfHsp40, growth rescue, ATP luminescence; growth rescue, % at 12.5 µM; hit rate 0.68% among 340,000; AID 504582; in the data active means growth rescue above about 28%, passing the limit was not always enough; inconclusive means no clear call, values can overlap the other calls;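 further: yeast W303a lacking pdr1 and pdr3 grown in galactose medium; growth measured after three days at 30 °C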
BoNT-A LC inh2: inhibitors of Botulinum neurotoxin A light chain protease; hit rate 0.17% among 360,000; multiplex microsphere protease substrate cleavage, flow cytometry; AID 588499; inhibition, % at 10 µM; further: plate controls were buffer without enzyme for full effect and enzyme alone for no effect
Yp Topo-I inh: blocks Yersinia pestis topoisomerase I activity | Y. pestis Topo-I cleavage product accumulation, plate reader | activity, % at 10 µM | hit rate 0.064% among 360,000; in the data active means activity above about 50%, passing the limit was not always enough; inconclusive means no clear call, values can overlap the other calls; further: inactives centre near 2
VHR inh abs: blocks human VHR1 dual specificity phosphatase; inhibition, % at 13.3 µM; P51452; hit rate 0.52% among 290,000; recombinant VHR phosphatase, pNPP absorbance; AID 1654; in the data active means inhibition above about 50%; further: some compounds called inactive have numbers as strong as hits
Target sequence (P51452 whole entry, looked up): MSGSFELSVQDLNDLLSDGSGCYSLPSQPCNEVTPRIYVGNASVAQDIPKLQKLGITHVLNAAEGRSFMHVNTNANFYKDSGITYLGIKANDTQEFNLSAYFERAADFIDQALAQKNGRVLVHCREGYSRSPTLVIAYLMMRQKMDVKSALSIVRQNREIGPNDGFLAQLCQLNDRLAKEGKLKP
Vc quorum ag: quorum light induction in luxS cqsA deficient V. cholerae | activation, % at 18.7 µM | V. cholerae BH1578 lux reporter, luminescence, 6 h | hit rate 0.16% among 350,000; in the data active means activation mostly above about 9.7%, no sharp cut-off; inconclusive means no clear call, values can overlap the other calls; inactive means mostly below about 3.7%; further: not every result past the cut was called active; inactives centre near 0; reference of the scale not given here
3CLpro inhibitor: SARS-CoV 3CLpro protease inhibition; P0C6X7; recombinant SARS-CoV 3CLpro, quenched FRET peptide cleavage; inhibition, % at 6 µM; hit rate 0.14% among 290,000; in the data active means inhibition above about 12%
* = called active by the depositor; & = joins results of further samples. Unless noted, no stated cut-off is given here; in the data, active means inhibition above about 30%; inconclusive means no clear call, values can overlap the other calls; inactive means below that. These rows are one share of the data. The share of hits here may be higher or lower than overall.

`CCC(=O)N(CCc1ccccc1)Cc1cc2ccc(OC)cc2[nH]c1=O` gave PriA SSB inh -1.2, TcdB GH inh 0.9, Anthrax LF prot -7.3, CCHF vOTU inh -7.4, PfHsp40 rescue -1.2, BoNT-A LC inh2 0.1, Yp Topo-I inh -1.2, VHR inh abs 17.2, Vc quorum ag inactive and 3CLpro inhibitor 5.6.
Screening COc1ccccc1C(CNC(=O)c1cccc(S(=O)(=O)Nc2ccc(F)cc2)c1)N1CCCC1 (stereo unspecified) returned PriA SSB inh -2.2, TcdB GH inh -2.1, Anthrax LF prot 3.3, CCHF vOTU inh -7.8, PfHsp40 rescue -0.2, BoNT-A LC inh2 1.8, Yp Topo-I inh -18.8 and Vc quorum ag 1.1.
Cc1cccc(N/C(N)=N/c2nc(C(F)(F)F)cc(=O)[nH]2)c1C was read as TcdB GH inh -7.1, Anthrax LF prot -3.2, CCHF vOTU inh -17.2, PfHsp40 rescue 0.8, BoNT-A LC inh2 -1.1, Yp Topo-I inh 0.2, VHR inh abs 4.4, Vc quorum ag 3.4 and 3CLpro inhibitor 3.2.
For CC[C@@H](CO)NC(=O)[C@@H]1C=C2c3cccc4[nH]cc(c34)C[C@H]2N(C)C1 the results were PriA SSB inh 11.2, TcdB GH inh 0.3, Anthrax LF prot -129.9, CCHF vOTU inh -31.9, PfHsp40 rescue -1.0, BoNT-A LC inh2 -2.0, Yp Topo-I inh -12.1 and Vc quorum ag inactive.
For O=C(Nc1nnc(-c2cccs2)s1)C1CC1 the results were PriA SSB inh 4.4, TcdB GH inh 0.2, Anthrax LF prot -4.9, CCHF vOTU inh 12.7, PfHsp40 rescue 1.1, BoNT-A LC inh2 -0.5, Yp Topo-I inh -4.4, VHR inh abs 6.9, Vc quorum ag inactive and 3CLpro inhibitor 1.3.
CC(C)CCN(C)C1CCN(S(=O)(=O)c2cccc(C(F)(F)F)c2)CC1 was read as PriA SSB inh -5.2, Anthrax LF prot 2.2, PfHsp40 rescue -1.6, BoNT-A LC inh2 0.2, Yp Topo-I inh 0.4, VHR inh abs -1.3, Vc quorum ag 0.7 and 3CLpro inhibitor -1.7.
O=C(c1ccccc1)N1CCN=C1c1ccccc1 was read as PriA SSB inh 11.9, Anthrax LF prot -0.9, CCHF vOTU inh 4.0, PfHsp40 rescue -1.0, BoNT-A LC inh2 1.2, Yp Topo-I inh -3.6, VHR inh abs -0.5, Vc quorum ag inactive and 3CLpro inhibitor 4.2.
CCOc1cc(NC(=S)Nc2ccccc2)c(OCC)cc1NC(=O)c1ccc(OC)cc1 was read as PriA SSB inh 11.3, Anthrax LF prot -11.5, CCHF vOTU inh 0.7, PfHsp40 rescue -1.7, BoNT-A LC inh2 6.5, Yp Topo-I inh 0.8, VHR inh abs 14.4, Vc quorum ag -7.4 and 3CLpro inhibitor -3.3.
Screening Cc1cc(Cl)ccc1OCCCC(=O)NN returned PriA SSB inh -0.6, TcdB GH inh -2.0, Anthrax LF prot -2.4, CCHF vOTU inh -10.9, PfHsp40 rescue -1.3, BoNT-A LC inh2 0.0, Yp Topo-I inh -9.3, VHR inh abs 6.7, Vc quorum ag 0.0 and 3CLpro inhibitor 4.7.
For CCN(CC(=O)Nc1ccccc1C(F)(F)F)C(=O)c1ccccc1SCC(=O)N1CCCC1 the results were PriA SSB inh -10.4, TcdB GH inh -0.8, Anthrax LF prot inconclusive, CCHF vOTU inh -1.2, PfHsp40 rescue -1.1, BoNT-A LC inh2 inconclusive, Yp Topo-I inh 1.0 and Vc quorum ag -4.2.
CC(=O)c1cccc(Nc2c([N+](=O)[O-])c(=O)oc3ccccc23)c1 was read as PriA SSB inh -3.1, TcdB GH inh 1.2, Anthrax LF prot 18.5, CCHF vOTU inh 10.2, PfHsp40 rescue -1.0, BoNT-A LC inh2 1.1, Yp Topo-I inh -3.7, VHR inh abs 4.4, Vc quorum ag -0.6 and 3CLpro inhibitor 1.7.
O=C1CSC(=Nc2cccc(C(=O)O)c2)N1 was read as PriA SSB inh 4.6, TcdB GH inh 0.2, Anthrax LF prot 5.3, CCHF vOTU inh -9.4, PfHsp40 rescue -2.0, BoNT-A LC inh2 -2.6, Yp Topo-I inh -6.0, VHR inh abs -8.4, Vc quorum ag 0.5 and 3CLpro inhibitor -4.4.
CCN(CC)S(=O)(=O)c1ccc(C(=O)NN(C)C2=NS(=O)(=O)c3ccccc32)cc1 was read as PriA SSB inh -3.1, TcdB GH inh 0.8, Anthrax LF prot 2.3, CCHF vOTU inh 15.3, PfHsp40 rescue -1.6, BoNT-A LC inh2 1.7, Yp Topo-I inh 1.2, VHR inh abs -3.8, Vc quorum ag inactive and 3CLpro inhibitor 1.4.
O=C(CCc1ccccc1)N=C1SC2CS(=O)(=O)CC2N1Cc1ccc(F)cc1 (stereo unspecified) was read as PriA SSB inh -2.2, TcdB GH inh 0.2, Anthrax LF prot -0.8, CCHF vOTU inh 7.1, PfHsp40 rescue -1.0, BoNT-A LC inh2 1.2, Yp Topo-I inh -0.3, VHR inh abs 19.7, Vc quorum ag inactive and 3CLpro inhibitor -0.8.
C[C@@H]1CN([C@@H](C)CO)C(=O)CCCn2nncc2CO[C@H]1CN(C)Cc1ccc2c(c1)OCO2 was read as TcdB GH inh -0.1&-0.4&0.3, Anthrax LF prot -4.4, CCHF vOTU inh 3.2, BoNT-A LC inh2 -0.7, Yp Topo-I inh -7.3 and Vc quorum ag -1.6.
Screening Cn1nc(C(F)(F)F)c2cc(NC(=O)OCc3ccc(C(C)(C)C)cc3)sc21 returned PriA SSB inh -7.7, Anthrax LF prot -0.4, CCHF vOTU inh 11.1, PfHsp40 rescue 0.4, BoNT-A LC inh2 -0.3, Yp Topo-I inh -4.3, VHR inh abs 11.6, Vc quorum ag inactive and 3CLpro inhibitor 5.0.
Screening CCOC(=O)C(C)Oc1ccsc1C(=O)OC (stereo unspecified) returned PriA SSB inh -20.5, TcdB GH inh 0.1, CCHF vOTU inh -8.9, VHR inh abs 26.9 and 3CLpro inhibitor -0.4.
CCOC(=O)N1CCN(C(=O)c2ccccc2SCC(=O)NCC2CCCCC2)CC1 was read as PriA SSB inh 1.5, TcdB GH inh 0.0, Anthrax LF prot -5.8, CCHF vOTU inh -3.1, PfHsp40 rescue 1.8, BoNT-A LC inh2 -0.3, Yp Topo-I inh 14.2 and Vc quorum ag -1.4.
O=C(CNS(=O)(=O)c1ccc(C(=O)N2CCCCC2)cc1)N1CCCCC1 was read as PriA SSB inh -4.1, Anthrax LF prot 0.6, CCHF vOTU inh -11.0, PfHsp40 rescue 1.3, BoNT-A LC inh2 -0.1, Yp Topo-I inh 5.9, VHR inh abs -51.7, Vc quorum ag inactive and 3CLpro inhibitor -1.2.
Cc1cccn2c(=O)c3cc(C#N)c(=NC(=O)c4cccs4)n(CCCOC(C)C)c3nc12 was read as PriA SSB inh -6.0, TcdB GH inh 0.4, Anthrax LF prot -2.7, CCHF vOTU inh -171.9, PfHsp40 rescue -0.7, BoNT-A LC inh2 22.0, Yp Topo-I inh -2.9, VHR inh abs -4.8, Vc quorum ag -0.7 and 3CLpro inhibitor 0.3.
For CCCCNC(=O)c1c(N)[nH]c(C(=O)c2ccccc2)c1-c1ccccn1 the results were TcdB GH inh 0.5, Anthrax LF prot 1.3, CCHF vOTU inh 8.6 and BoNT-A LC inh2 -0.6.
`CCCCCN1C2=NCCN2c2ccccc21` gave PriA SSB inh -1.0, Anthrax LF prot -4.9, CCHF vOTU inh 8.5, PfHsp40 rescue -0.7, BoNT-A LC inh2 0.4, Yp Topo-I inh -12.9, VHR inh abs 8.8, Vc quorum ag inactive and 3CLpro inhibitor 0.8.
CCOC(=O)C1CN(S(=O)(=O)c2cccs2)c2ccc(CC(=O)OC)cc2O1 (stereo unspecified) was read as PriA SSB inh -19.6, TcdB GH inh -0.1, Anthrax LF prot 0.1, CCHF vOTU inh 10.4, PfHsp40 rescue 0.4, BoNT-A LC inh2 -3.6, Yp Topo-I inh 19.0, VHR inh abs 45.3, Vc quorum ag -0.7 and 3CLpro inhibitor 2.4.
`CCN(CC)S(=O)(=O)c1ccc2nnn(OCC(=O)Nc3cccc(C#N)c3)c2c1` gave PriA SSB inh -2.1, Anthrax LF prot -5.9, CCHF vOTU inh -0.8, PfHsp40 rescue 0.1, BoNT-A LC inh2 0.6, Yp Topo-I inh -2.4, VHR inh abs -4.6, Vc quorum ag inactive and 3CLpro inhibitor 2.6.
CCOC(=O)CSc1nnc(CNC(=O)c2ccc(OC)cc2)n1-c1ccc(OC)cc1 was read as PriA SSB inh -9.7, Anthrax LF prot 3.8, CCHF vOTU inh 6.4, PfHsp40 rescue 1.1, BoNT-A LC inh2 0.7, Yp Topo-I inh -10.3, VHR inh abs 42.5, Vc quorum ag inactive and 3CLpro inhibitor 1.7.
Cc1cc(F)ccc1S(=O)(=O)N1CCCOC1CNC(=O)C(=O)NCc1ccccn1 (stereo unspecified) was read as PriA SSB inh 7.2, TcdB GH inh 1.8, Anthrax LF prot -0.7, CCHF vOTU inh -3.7, PfHsp40 rescue -0.4, BoNT-A LC inh2 3.3, Yp Topo-I inh -5.1, VHR inh abs -1.6, Vc quorum ag inactive and 3CLpro inhibitor -2.5.
C=CCn1c(-c2ccc(OC)cc2)nc2nc3ccccc3nc21 was read as PriA SSB inh -7.0&-12.6, Anthrax LF prot 2.0, CCHF vOTU inh -88.6, PfHsp40 rescue 0.7, BoNT-A LC inh2 0.0, Yp Topo-I inh 24.1, VHR inh abs 17.1 and 3CLpro inhibitor 0.1.
Screening O=C(NCC(c1ccco1)N1CCCCC1)c1ccc(COc2ccccc2)cc1 (stereo unspecified) returned PriA SSB inh -4.2, TcdB GH inh -0.3, Anthrax LF prot -3.6, CCHF vOTU inh 0.2, PfHsp40 rescue 0.2, BoNT-A LC inh2 3.2, Yp Topo-I inh 29.2 and Vc quorum ag inactive.
`COc1ccc(S(=O)(=O)N2CCN(Cc3cc(OC)c(O)c(OC)c3)CC2)cc1` gave PriA SSB inh -1.8, TcdB GH inh -1.1, Anthrax LF prot 7.6, CCHF vOTU inh 1.9, PfHsp40 rescue 0.2, BoNT-A LC inh2 -2.3, Yp Topo-I inh 1.4, VHR inh abs 4.4, Vc quorum ag 13.1 and 3CLpro inhibitor -3.5.
CCOCCCn1c(=S)[nH]c2cc(C(=O)NCCc3ccccc3)ccc2c1=O was read as PriA SSB inh 5.6, TcdB GH inh 1.0, Anthrax LF prot 1.2, CCHF vOTU inh 0.6, PfHsp40 rescue 0.8, BoNT-A LC inh2 0.5, Yp Topo-I inh 8.3, VHR inh abs -9.1, Vc quorum ag inactive and 3CLpro inhibitor -4.2.
For CCNC(=S)N1CCN(c2nc(CC)nc3sc4c(c23)CCCC4)CC1 the results were PriA SSB inh -5.5, TcdB GH inh 1.7, Anthrax LF prot 1.8, CCHF vOTU inh -12.8, PfHsp40 rescue 1.1, BoNT-A LC inh2 0.1, Yp Topo-I inh 30.9, VHR inh abs 17.8, Vc quorum ag inactive and 3CLpro inhibitor 0.0.
`COc1ccccc1Cc1nc(-c2cccnc2)no1` gave PriA SSB inh -7.2, TcdB GH inh -0.6, Anthrax LF prot 2.3, CCHF vOTU inh -2.2, PfHsp40 rescue -0.6, BoNT-A LC inh2 -2.2, Yp Topo-I inh 0.5, VHR inh abs -2.7, Vc quorum ag -0.3 and 3CLpro inhibitor -0.5.

No new results follow: 2 of the compounds above.
CCOC(=O)CSc1nnc(CNC(=O)c2ccc(OC)cc2)n1-c1ccc(OC)cc1 was read as PriA SSB inh -9.7, Anthrax LF prot 3.8, CCHF vOTU inh 6.4, PfHsp40 rescue 1.1, BoNT-A LC inh2 0.7, Yp Topo-I inh -10.3, VHR inh abs 42.5, Vc quorum ag inactive and 3CLpro inhibitor 1.7.
Cc1cc(F)ccc1S(=O)(=O)N1CCCOC1CNC(=O)C(=O)NCc1ccccn1 (stereo unspecified) was read as PriA SSB inh 7.2, TcdB GH inh 1.8, Anthrax LF prot -0.7, CCHF vOTU inh -3.7, PfHsp40 rescue -0.4, BoNT-A LC inh2 3.3, Yp Topo-I inh -5.1, VHR inh abs -1.6, Vc quorum ag inactive and 3CLpro inhibitor -2.5.
